From PubChem
UDG counter = blocks uracil-DNA glycosylase in AID counter-screen | Potency, µM (doses to about 115 µM), for the others: top-dose activity change, negative = inhibition, hits mostly inhibitors | actives 0.14% (n = 91,000) | FRET deamination/UDG coupled assay, UDG read, 4 h; further: nearly all actives have a fitted effect of over 65% in size
AID inhibitor = blocks human AID cytidine deaminase activity; Q9GZX7; AID deamination FRET fluorescence, UDG-coupled, 4 h; Potency, µM (series often up to 115 µM), for inactives: top-dose activity change, negative = inhibition, actives largely listed as inhibitors; actives 0.32% (n = 91,000); AID 1347428; further: nearly all actives have a fitted effect of over 25% in size
Target sequence (Q9GZX7 whole entry, looked up): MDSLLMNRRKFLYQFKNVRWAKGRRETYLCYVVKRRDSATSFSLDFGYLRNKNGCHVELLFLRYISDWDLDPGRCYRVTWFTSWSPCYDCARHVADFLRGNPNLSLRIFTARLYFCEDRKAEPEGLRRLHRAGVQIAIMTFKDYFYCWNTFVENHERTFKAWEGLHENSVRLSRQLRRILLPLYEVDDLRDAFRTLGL
* = called active by the depositor; ? = inconclusive; [ ] = another dose, or the depositor's remark. The call rests on the fitted dose curve; in most records, active means well fitted curve in the direction sought with a large enough effect; inconclusive means small, poorly fitted or top-dose-only effect, or another doubt; inactive means no such curve, though single readings can be large; an effect the other way counts as inactive or inconclusive. On the % scale 0 is the no-effect control and ±100 the full control effect; potency means the concentration at half of the fitted maximal effect. An excerpt; rates above refer to the full screens.

1. COc1cccc(C(=O)NCC(c2ccc(N(C)C)cc2)N2CCc3ccccc32)c1 (centres undefined)
2. Cc1ccc(-n2c(SCc3ccccc3)nc3c(=O)[nH]cnc32)cc1
3. c1ccc2c(NC3CCCC3)ncnc2c1
4. COc1ccc(Cl)cc1NC(=O)C(CC(C)C)N1Cc2ccccc2C1=O (centres undefined)
5. O=c1[nH]c(CSc2nc3ccccc3o2)nc2ccccc12
6. COc1ccc(CCNC(=O)c2ccc(Cn3c(=O)c4ccccc4n(CC(=O)C(C)(C)C)c3=O)cc2)cc1OC
7. C=CCn1c(Oc2ccc(F)cc2)nc2c1c(=O)n(C)c(=O)n2C
8. CC(=O)N1CCc2c(sc3c2c(=O)n(-c2ccccc2)c(=O)n3CC(=O)Nc2cccc(C)c2)C1

screen / no.,1,2,3,4,5,6,7,8
UDG counter,-7%,-5%,-4%,-9%,2%,-10%,63%[activator],-9%
AID inhibitor,?,5%,41%,-14%,-2%,-18%,-10%,-1%

9. CN[C@H](CC(C)C)C(=O)N[C@H]1C(=O)N[C@@H](CC(N)=O)C(=O)N[C@@H]2C(=O)N[C@H]3C(=O)N[C@H](C(=O)N[C@H](C(=O)O)c4cc(O)cc(O)c4-c4cc3ccc4O)[C@H](O)c3ccc(c(Cl)c3)Oc3cc2cc(c3O[C@@H]2O[C@H](CO)[C@@H](O)[C@H](O)[C@@H]2O[C@H]2C[C@](C)(N)[C@H](O)[C@H](C)O2)Oc2ccc(cc2Cl)[C@H]1O
10. CC1CCCCN1CCNC(=O)c1cc(=O)[nH]c2ccccc12 (centres undefined)
11. CC1CCN(C(=O)CSc2nnc(-c3ccccc3Cl)o2)CC1
12. O=C1/C(=C/c2ccc(Cl)c(Cl)c2)CCc2ccccc21
13. CCOC(=O)c1c(NC(=O)COc2cccc(C)c2C)sc(C(C)=O)c1C
14. CCCn1nc(C(=O)OCC(=O)Nc2ccc(OCc3ccccc3)cc2)c2ccccc2c1=O
15. Oc1ccc2c(c1)OCCOCCOc1cc(O)ccc1OCCO2
16. CCCn1nc(C(=O)NCc2nnc3n2CCCCC3)c2ccccc2c1=O

screen / no.,9,10,11,12,13,14,15,16
UDG counter,4%,8%,8%,-10%,11%[57.5 µM],0%,0%,9%
AID inhibitor,?,1%,9%,-13%,11%[57.5 µM],-1%,4%,-3%

17. CC1(C)CC(C)(O)N(CCc2ccccc2)C(=S)N1 (centres undefined)
18. CC(C)C(C)(C#N)NC(=O)CSc1nnc(-c2cccs2)n1C1CC1 (centres undefined)
19. CCOc1cc(C(=O)NCC(c2ccc(N(C)C)cc2)N2CCOCC2)cc(OCC)c1OCC (centres undefined)
20. Cc1ccc2c(=O)cc(C(=O)N3CCN(C(c4ccccc4)c4ccccc4)CC3)oc2c1
21. Cc1cccc(N2CCN(C(=O)c3cc4ccc5cccnc5c4[nH]3)CC2C)c1 (centres undefined)
22. O=C(COc1ncnc2c(Cl)cc(Cl)cc12)N1CCCCC1
23. CCc1ccc(-c2[nH]nc3nc(-c4ccc(OC)cc4)cc(C(=O)NCCCOC)c23)cc1
24. Cc1csc2nc(COC(=O)c3ccccc3NC(=O)c3ccccc3Cl)cc(=O)n12

screen / no.,17,18,19,20,21,22,23,24
UDG counter,4%,-2%,-1%,-9%,?,7%,-6%,-4%
AID inhibitor,-5%,1%,-20%,-5%,35µM*,4%,8%,138%[activator]

Four structures already listed, arranged by heavy-atom count, falling.
9. CN[C@H](CC(C)C)C(=O)N[C@H]1C(=O)N[C@@H](CC(N)=O)C(=O)N[C@@H]2C(=O)N[C@H]3C(=O)N[C@H](C(=O)N[C@H](C(=O)O)c4cc(O)cc(O)c4-c4cc3ccc4O)[C@H](O)c3ccc(c(Cl)c3)Oc3cc2cc(c3O[C@@H]2O[C@H](CO)[C@@H](O)[C@H](O)[C@@H]2O[C@H]2C[C@](C)(N)[C@H](O)[C@H](C)O2)Oc2ccc(cc2Cl)[C@H]1O
19. CCOc1cc(C(=O)NCC(c2ccc(N(C)C)cc2)N2CCOCC2)cc(OCC)c1OCC (centres undefined)
11. CC1CCN(C(=O)CSc2nnc(-c3ccccc3Cl)o2)CC1
5. O=c1[nH]c(CSc2nc3ccccc3o2)nc2ccccc12

screen / no.,9,19,11,5
UDG counter,4%,-1%,8%,2%
AID inhibitor,?,-20%,9%,-2%

One compound at a time, as listed above. Order of screens: UDG counter, AID inhibitor
Cc1csc2nc(COC(=O)c3ccccc3NC(=O)c3ccccc3Cl)cc(=O)n12 in the list: -4%, 138%[activator]
O=C(COc1ncnc2c(Cl)cc(Cl)cc12)N1CCCCC1 in the list: 7%, 4%

(cont.)
25. Cc1cccc(N/C(N)=N/c2nc(C)cc(C)n2)c1
26. Cc1ccc2c(c1)c1c(c(=O)n(-c3ccccc3C)c(=O)n1CC(=O)NCc1ccccc1)n2C
27. C/C(=N/Nc1ccc(S(N)(=O)=O)cc1[N+](=O)[O-])c1ccc(C(C)(C)C)cc1
28. O=C(Nc1ccncc1)c1ccc(SC(F)(F)F)cc1
29. CC(C)(C)c1ccc(C23OC(=O)C(C)(C)C2OC(=O)C3(C)C)cc1 (centres undefined)
30. Cc1cc(C(=O)Nc2nc3ccccc3s2)cc(S(=O)(=O)N(C)C)c1C
31. C=CCN(Cc1cccs1)C(=O)Cc1n[nH]c(=O)c2ccccc12
32. NC1CCN(C2CCS(=O)CC2)CC1 (centres undefined)

screen / no.,25,26,27,28,29,30,31,32
UDG counter,-6%,0%,-10%,-2%,2%,-5%,2%,5%
AID inhibitor,-7%,-6%,-4%,1%,-4%,20%,3%,38%[activator]

33. Cc1ccc(SCc2nc(-c3ccc(C(=O)NCc4ccccc4Cl)cc3)oc2C)cc1
34. COc1cc(-c2noc(CN3CCN(c4ccccc4)CC3)n2)cc(OC)c1OC
35. Cc1cc2oc(=O)cc(CSc3nc(N)cc(N)n3)c2cc1C(C)C
36. Cc1ccc(-c2c(-c3cn4ccc(C)cc4n3)c(=O)n(C)c(=O)n2C)cc1
37. CCOc1ccccc1CNc1ncnc2c1nc1n2CCCC1
38. COc1ccc(C(=O)NCC2(c3ccccc3)CCOCC2)cc1
39. C=CCOc1ccc(/C=C(\C#N)c2nc3cc(C)c(C)cc3[nH]2)cc1OC
40. CCOC(=O)c1c(C)oc2ncnc(Nc3cccc(C(F)(F)F)c3)c12

screen / no.,33,34,35,36,37,38,39,40
UDG counter,2%,-6%,-6%,-11%,-2%,6%,-8%,-2%
AID inhibitor,-15%,-2%,-2%,-10%,0%,1%,-9%,2%

41. CCn1nc(C(=O)OCC#N)c2ccccc2c1=O
42. CN1CCc2c(sc3c2C(=O)NC(c2ccc(OC(=O)c4ccccc4)cc2)N3)C1 (centres undefined)
43. CCOc1ccccc1NC(=O)C(=O)NCC(c1cccnc1)N1CCN(c2ccccc2)CC1 (centres undefined)
44. CCc1ccc(NC(=O)Nc2nnc(N(CC(C)C)CC(C)C)s2)cc1
45. COC(=O)c1ccc(NC(=O)Cn2ncn3nc(-c4cc(C)ccc4C)cc3c2=O)cc1
46. CCN(CC)CCN(C(=O)c1ccco1)c1nc2ccc(Br)cc2s1
47. CCN(CC)S(=O)(=O)c1ccc2c(c1)N(CC(=O)N(C)Cc1ccccc1)C(=O)CO2
48. Cc1ccc(NC(=O)N2CCN(c3cc(-c4noc(C)n4)ccc3C)CC2)c(C)c1

screen / no.,41,42,43,44,45,46,47,48
UDG counter,-3%,-4%,3%,-21%,1%,-21%[57.5 µM],0%,6%
AID inhibitor,8%,107%[activator],-13%,-4%,-3%,1%,9%,-3%

49. CCC1CCCCN1C(=O)Cn1c(=O)oc2cc(S(=O)(=O)N3CCCCC3)ccc21 (centres undefined)
50. Cc1ccc(CNC(=O)CN2C(=O)CCn3nc(-c4ccccc4)cc32)cc1
51. Cc1cc(F)cc(CC(=O)O)c1
52. CC(C)NC(=O)C(C#N)(Cc1ccc(C#N)cc1)Cc1ccc(C#N)cc1
53. Cc1cccc(N2CCN(c3cc(C)nc4c(-c5ccc(Cl)cc5)c(C)nn34)CC2C)c1 (centres undefined)
54. CCCCCOc1ccc(C2CC(=O)CC(=O)C2C(=O)OCC)cc1 (centres undefined)
55. COc1ccc(C2C=C(c3ccccc3)Nc3nc(NS(=O)(=O)c4ccccc4)nn32)cc1 (centres undefined)
56. CCOc1ccc(C(C)=O)cc1CN(C)CC(=O)Nc1ccc(Cl)cc1

screen / no.,49,50,51,52,53,54,55,56
UDG counter,54%[activator],4%,-5%,6%,4%[57.5 µM],-12%,-3%,-7%
AID inhibitor,7%,-6%,-12%,1%,18%,-10%,?,-9%

57. COc1ccc(C(=O)Nc2nc(-c3cc4ccccc4oc3=O)cs2)cc1
58. COc1ccc(N2CCN(S(=O)(=O)c3ccc(CC(C)C)cc3)CC2)cc1
59. COc1ccc(C(=O)NCC(=O)OCc2cc(=O)n3nc(C4CCCCC4)sc3n2)cc1
60. CC(C)Cn1c(COc2ccccc2Cl)n[nH]c1=S
61. Cc1occc(=O)c1OCc1noc(C(=O)NCc2cccc(Cl)c2)n1
62. CC(C)(C)OC(=O)Nc1ccc(CC(=O)N2CCCC2c2ccsc2)cc1 (centres undefined)
63. COc1ccc(S(=O)(=O)Oc2ccc3c(c2)O/C(=C\c2cc(OC)c(OC)c(OC)c2)C3=O)cc1
64. COCCCN1CN=C(NS(=O)(=O)c2ccc(NC(C)=O)cc2)NC1

screen / no.,57,58,59,60,61,62,63,64
UDG counter,-4%,17%,13%,3%,-6%,0%,-5%,-9%
AID inhibitor,-10%,15%,-18%,0%,-18%,-11%,-6%,4%

65. Cc1cc(Cl)ccc1NC(=O)CN1C(=O)C(=O)c2ccccc21
66. Cc1nc(-c2ccc(Cl)cc2)sc1C(=O)N1CCCC(C(=O)O)C1 (centres undefined)
67. COc1ccc(-n2c(SCC(=O)N3CCC(C)CC3)nc3c([nH]c4ccccc43)c2=O)cc1
68. CN(C)C(CNS(=O)(=O)c1cccs1)c1ccsc1 (centres undefined)
69. CSc1ccc(C2CC(=O)N(c3cccc(C(F)(F)F)c3)C3=C2C(=O)OC3)cc1 (centres undefined)
70. CC1CCN(CCCCNC(=O)CCc2ncc(-c3ccc(F)cc3)o2)CC1
71. O=C(Nc1cccc(F)c1)C(=O)c1c[nH]c2ccccc12
72. O=C(Cn1c2ncccc2c(=O)n1-c1ccccc1)Nc1ccc(F)c(F)c1

screen / no.,65,66,67,68,69,70,71,72
UDG counter,1%,3%,4%,0%,-15%,-13%,-1%,2%
AID inhibitor,55%[activator],5%,9%,-2%,-1%,-5%,3%,1%

73. NC(=O)C1(NC(=O)c2ccc(Cl)cc2F)CCCCC1
74. O=C(Nc1ccc(F)cc1)c1ccc2c(c1)CCC2
75. Cc1ccc(N2CN(CCN3CCOCC3)Cn3c2nc(C)c(C)c3=O)c(C)c1
76. COc1ccc(CCNC(=O)CCS(=O)(=O)c2cc(Br)cc3c2N(C(C)=O)CC3)cc1OC
77. Fc1cccc(CSc2nc(NCCc3ccccc3)c3ccccc3n2)c1
78. COc1cccc(C(=O)Nc2oc3ccccc3c(=O)c2-c2cccc(C)c2)c1
79. O=c1cc(-c2ccccc2)n2c(SCc3c(F)cccc3Cl)nnc2[nH]1
80. Cc1nc(NC2CC2)sc1C(=O)NC1CCCC1

screen / no.,73,74,75,76,77,78,79,80
UDG counter,-1%,-2%,7%,-5%,-6%[57.5 µM],10%,-3%,2%
AID inhibitor,-1%,-6%,-3%,2%,5%,6%,-3%,-2%

Molecules above that have a tert-butyl group:
6. COc1ccc(CCNC(=O)c2ccc(Cn3c(=O)c4ccccc4n(CC(=O)C(C)(C)C)c3=O)cc2)cc1OC
27. C/C(=N/Nc1ccc(S(N)(=O)=O)cc1[N+](=O)[O-])c1ccc(C(C)(C)C)cc1
29. CC(C)(C)c1ccc(C23OC(=O)C(C)(C)C2OC(=O)C3(C)C)cc1 (centres undefined)
62. CC(C)(C)OC(=O)Nc1ccc(CC(=O)N2CCCC2c2ccsc2)cc1 (centres undefined)

screen / no.,6,27,29,62
UDG counter,-10%,-10%,2%,0%
AID inhibitor,-18%,-4%,-4%,-11%

(listing goes on)
81. CC1(C(O)(C#CC[N+]2(Cc3ccccc3Cl)CCCCC2)c2ccccc2)CCCC1 (centres undefined)
82. N#C/C(=C\c1c[nH]c2ccccc12)C(=O)Nc1ccc(O)cc1
83. CCCn1c2ccccc2c2cnn(CC(=O)NCCCN(CC)c3ccccc3)c(=O)c21
84. COc1ccc(-c2cc(=O)oc3cc4occ(-c5ccc(F)cc5)c4cc23)cc1
85. COc1ccc(NC(=O)C2=CC(c3cccs3)=NS(=O)(=O)N2C)cc1
86. CCOc1ccc(C(CC(=O)Nc2ccc(C(=O)OC)cc2)N2Cc3ccccc3C2=O)cc1OC (centres undefined)
87. CCOc1cc(C(=O)Nc2cccc(-c3nc4ccccc4o3)c2)cc(OCC)c1OCC

screen / no.,81,82,83,84,85,86,87
UDG counter,-11%,6%,-8%,8%,5%,1%,-17%
AID inhibitor,-24%,4%,-13%,-5%,15%,0%,1%
